TDP1 cell noCPT: qHTS for Inhibitors of human tyrosyl-DNA phosphodiesterase 1 (TDP1): qHTS in cells in absence of CPT; DT40 Tdp1-/- hTDP1 cells, no CPT, ATP luminescence, 48 h; Potency, µM (highest dose often 46.2 µM), without a hit: at the top dose activity change, negative = growth inhibition, usual class: inhibitors; 420,000 compounds, 15% hits; note: nearly all actives have a fitted effect of over 55% in size
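Luminescent ATP content (CellTiter-Glo) served as the growth readout. Knockout chicken DT40 cells expressing human TDP1 were exposed to compounds without camptothecin for a minimum 48 hr at 37 °C.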
TDP1 inh: qHTS Assay for Inhibitors of Tyrosyl-DNA Phosphodiesterase (TDP1); Tyrosyl-DNA phosphodiesterase 1 (Homo sapiens), Q9NUW8; AID 485290, 2010; Potency, µM (top dose mostly 130 µM), for inactives: at the top dose activity change, negative = inhibition, usual class: inhibitors; 350,000 compounds, 0.28% hits; recombinant TDP1, AlphaScreen DNA substrate cleavage; note: nearly all actives have a fitted effect of over 40% in size
Target sequence (Q9NUW8 whole entry, looked up): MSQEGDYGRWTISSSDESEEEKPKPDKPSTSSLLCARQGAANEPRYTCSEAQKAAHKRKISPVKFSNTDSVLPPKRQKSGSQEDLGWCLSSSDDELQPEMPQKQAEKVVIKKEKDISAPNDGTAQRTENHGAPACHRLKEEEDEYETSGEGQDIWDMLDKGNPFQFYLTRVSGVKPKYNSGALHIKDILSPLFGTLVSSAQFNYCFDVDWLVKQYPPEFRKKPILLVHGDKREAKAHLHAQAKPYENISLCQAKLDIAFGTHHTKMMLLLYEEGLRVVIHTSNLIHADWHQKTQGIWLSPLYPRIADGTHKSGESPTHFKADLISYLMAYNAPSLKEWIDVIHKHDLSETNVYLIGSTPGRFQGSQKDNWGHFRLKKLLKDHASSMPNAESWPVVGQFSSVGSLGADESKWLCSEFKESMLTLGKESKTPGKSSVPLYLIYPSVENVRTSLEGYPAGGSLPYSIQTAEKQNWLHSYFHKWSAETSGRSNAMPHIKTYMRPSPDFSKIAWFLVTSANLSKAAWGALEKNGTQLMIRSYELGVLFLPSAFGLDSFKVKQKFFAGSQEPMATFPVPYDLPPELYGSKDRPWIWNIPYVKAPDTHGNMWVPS
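Recombinant E. coli-expressed Tdp1 (1 nM) preincubated with compound 15 min at RT, then 5'-biotin/3'-phosphotyrosine-FITC DNA substrate (15 nM) added for 5 min. AlphaScreen beads (10 ug/ml) added, 10 min RT; tyrosine-FITC cleavage read as signal loss.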
DT40 TDP1 CPT: qHTS for Inhibitors of human tyrosyl-DNA phosphodiesterase 1 (TDP1): qHTS in cells in presence of CPT; 420,000 compounds, 12% hits; Potency, µM (titrated, usually from 46.2 µM), for inactives: at the highest dose activity change, negative = growth inhibition, actives largely listed as inhibitors; chicken DT40 Tdp1-/-;hTDP1 cells + 20 nM CPT, ATP luminescence, 48 h; AID 686979, 2013; note: nearly all actives have a fitted effect of over 55% in size
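Chicken DT40 Tdp1-/- cells complemented with human TDP1, 400 cells/well, exposed to compounds plus 20 nM camptothecin for at least 48 h at 37 C; viability read as ATP content by CellTiter-Glo luminescence.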
* hit, by the source's call; u = inconclusive; x = not tested or not shown; [ ] = another dose, or the depositor's remark. Calls come from the whole dose curve; as a rule, active = well fitted curve in the direction sought with a large enough effect; inconclusive = small, poorly fitted or top-dose-only effect, or another doubt; inactive = no such curve, though single readings can be large; an effect the other way counts as inactive or inconclusive. % is set by controls: 0 for no effect and ±100 for the full control effect; potency is the fitted concentration of half-maximal effect. Compounds were not picked by outcome (roughly 18% active in at least one column).

SMILES	TDP1 cell noCPT	TDP1 inh	DT40 TDP1 CPT
CCOc1ccc(N2CC(C(=O)Nc3ccc(OC)c(S(=O)(=O)N4CCCCC4)c3)CC2=O)cc1 (centres undefined)	u	4%	u
Cc1nc(Nc2ccccc2)c2oc3ccc(Cl)cc3c2n1	23µM*	x	u
COc1ccccc1NS(=O)(=O)c1cccc(C(=O)NCC(c2cccs2)N2CCOCC2)c1 (centres undefined)	u	1%	-5%
O=C(c1cnccn1)N1CCC[C@@]2(CCN(c3ccccc3)C2)C1	-6%	x	-5%
O=S(=O)(NC1CCCCC1NCc1ccco1)c1ccccc1 (centres undefined)	-15%	-3%	-1%
Cc1cc(C(=O)CN2C(=O)NC(C)(c3cc(F)ccc3F)C2=O)c(C)n1C1CC1 (centres undefined)	16µM*	5%	u
COc1ccc2nc(C)cc(SCC(=O)N/N=C/c3cccc4ccccc34)c2c1	13µM*	11%	7.1µM*
CCOc1cc(NC(=S)NCc2ccco2)c(OCC)cc1NC(=O)C1CC1	-34%	0%	-15%
Cc1nn(C)c2ncc(C(N)=O)c(Oc3ccc(Cl)cc3)c12	u	6%	-22%
O=C(N=Nc1c(O)[nH]c2ccc([N+](=O)[O-])cc12)c1ccccc1Cl	u	-6%	-29%
Cc1ccc(C(CNS(=O)(=O)c2ccc(Cl)cc2)N2CCN(C)CC2)cc1 (centres undefined)	u	0%	u
O[C@H]1COC2C1OC[C@@H]2O (some centres undefined)	10%	6%	6%
COc1ccc(CCNC(=O)C2CCN(S(=O)(=O)N3CCOCC3)CC2)cc1OC	-23%	4%	-7%
COc1ccc(-c2nnsc2N2C(=O)c3ccccc3C2=O)cc1	3%	-7%	5%
C(=N\N1CCN(C2c3ccccc3-c3ccccc32)CC1)/c1cccs1	u	3%	-13%
N#Cc1ccccc1OCC(=O)NCC(c1ccc(F)cc1)N1CCOCC1 (centres undefined)	-15%	0%[56.1 µM]	9%
CCOC(=O)Cc1nc2ccccc2n(CC#N)c1=O	18%	5%	7%
COc1ccc(-c2ccc3oc(-c4ccc(OC)cc4)c(-c4cc(OC)c(OC)c(OC)c4)c3c2)cc1	-25%	x	-11%
COc1cccc2c1cc1c(=O)n(CC(=O)O)nc(C)n12	1%	-1%	6%
COc1cc(OC)cc(C(=O)Nc2cc(-c3nc4cccnc4s3)ccc2C)c1	10µM*	1%	u
Cc1nn(C)c(C(=O)N/N=C/c2ccc(Br)cc2)c1Cl	-17%	0%	0%
CC1CCCC(NC(=O)Cn2cc(Br)ccc2=O)C1C (centres undefined)	2%	-1%	u
COc1ccc(C(C(=O)NC2CCCCC2)N(C(=O)c2ccccn2)c2cccnc2)cc1 (centres undefined)	1%	-2%	15%
COc1ccc(C)cc1NC(=O)CSc1nnc(CC(=O)Nc2cccc(C(F)(F)F)c2)n1C	-9%	1%	-6%
CCOC(=O)/C(=C\C=C1/Sc2cc(OCC)c(OCC)cc2N1CC)C(C)=O	2.3µM*	-1%	1.8µM*
COc1ccccc1CNC(=O)C1CCCN(S(=O)(=O)c2cccc3nsnc23)C1 (centres undefined)	u	3%	u
Cc1ccc(NC(=O)c2c(NC(=O)c3ccccc3Cl)sc3c2CCC3)cc1	u	0%[12.3 µM]	u
COc1ccc(/C=N/NC(=O)c2cc3c(OC)ccc(OC)c3[nH]2)cc1O	0.21µM*	x	0.37µM*
CN(C)S(=O)(=O)c1cccc(NC(=O)c2ccc3nccnc3c2)c1	23µM*	-3%	13µM*
O=C(O)Cn1nc2ccccc2n1	15%	3%	1%
CCc1ccc(OCC(=O)N2CC(C(N)=O)Oc3ccccc32)cc1 (centres undefined)	-26%	x	5%
COc1ccc(OC)c(C2=CC(=O)C[C@H](c3ccc(F)cc3)C2)c1	-43%	x	u
Cc1cccc(-n2ncc(C(=O)N3CCc4ccccc4C3)c2C2CCN(C(=O)OC(C)(C)C)CC2)c1	-6%	3%	2%
O=C(NCCCCCCNC(=O)OC1CCS(=O)(=O)C1)OC1CCS(=O)(=O)C1 (centres undefined)	-4%	-17%	1%
O=C(c1ccncc1)N1CCC[C@@]2(CCN(c3ncccn3)C2)C1	-28%	x	2%
CN1CC(O)C2=CC(=O)C(=O)C=C21 (centres undefined)	u	u	u
CC1CC1C(=O)NCCc1ccc(Cl)cc1 (centres undefined)	0%	-2%	-26%
COc1ccc(N2CCN(Cc3nc4scc(-c5cccs5)c4c(=O)[nH]3)CC2)cc1	u	0%	-8%
Cc1ccc(C(=O)COC(=O)CCNS(=O)(=O)c2ccccc2F)cc1	-5%	0%	-19%
CCOC(=O)C(CC)Sc1nnc2n1C(C)(C)Cc1ccccc1-2 (centres undefined)	-19%	0%	-9%
CCN(CC)S(=O)(=O)c1cccc(C(=O)NCCc2ccccc2)c1	u	x	u
Cc1ccc2[nH]c(=O)c(CN(C(=O)c3cccc(Cl)c3)C(C)(C)C)cc2c1	u	1%	-27%
CC(=O)N1CCN(S(=O)(=O)c2cccc(C(=O)Nc3ccc4c(c3)OCO4)c2)CC1	5%	-3%	14%
COc1cccc(NC(=O)CN(C)C(=O)c2ccccn2)c1	7%	0%	16%
COc1ccccc1N(C)S(=O)(=O)c1ccc(C(=O)Nc2cc(OC)c(OC)c(OC)c2)cc1	12µM*	x	16µM*
COc1ccc(CN2C(=O)C(O)(CC(=O)c3c(C)n[nH]c3C)c3ccccc32)cc1OC (centres undefined)	u	5%	u
CCOC(=O)[C@]12CCC=C1N(Cc1ccc(Cl)cc1Cl)C(=O)[C@H](CC(=O)NCc1cccc3ccccc13)C2	23µM*	x	u
Cc1c(NC(=O)CSc2nnc(-c3ccncc3)n2C)c(=O)n(-c2ccccc2)n1C	1%	x	1%
CCOc1ccc(NC(=O)Cn2c(=O)n(CC(=O)NCCc3ccccc3)c(=O)c3sccc32)cc1	-4%	-2%	-17%
Cc1ccc(S(=O)(=O)N2CCN(C(=O)c3c(C)nn(-c4ccccc4)c3Cl)CC2)cc1	u	-2%	u
COc1ccc(NC(=S)NCC(c2cccnc2)N2CCOCC2)cc1 (centres undefined)	6%	5%	21%
Cc1ccc(N=Cc2c(O)n(C)c(=O)n(C)c2=O)nc1	-2%	-11%	-5%
S=C(Nc1ccc(Oc2ccccc2)cc1)NC1CCCCC1	u	0%	26µM*
Cn1ccc2c(N(Cc3ccccc3)Cc3ccccc3)cc3c(c21)C1CCC3O1 (centres undefined)	18µM*	x	u
CCC(C)(C)NC(=O)CN(CC1CCCO1)C(=O)CNS(=O)(=O)c1ccccc1 (centres undefined)	-17%	x	12%
CCn1c(=O)cc(SCC(=O)N2CCC(C)CC2)c2ccccc21	u	4%	u
COc1ccc(O)c(/C=N/NC(=O)c2ccc(N3CCCC3=O)cc2)c1	23µM*	5%	13µM*
Cc1cc(C)nc(Nc2nc(C(N)c3ccccc3)cs2)n1 (centres undefined)	u	x	u
CCOC(=O)CN1C(=O)CSc2ccccc21	-7%	-3%	-22%
O=C(NNC(=O)c1cc(-c2cccnc2)nc2ccccc12)Nc1ccc(Cl)cc1	u	-5%	u

(more compounds)
SMILES	TDP1 cell noCPT	TDP1 inh	DT40 TDP1 CPT
O=C1C=C(c2ccccc2)CC(/C=C/c2ccccc2)C1 (centres undefined)	-13%	1%	-29%
COc1ccc(C(=O)C2CCN(CC(=O)Nc3ccc(C)cc3)CC2)cc1	29µM*	x	-22%
CCOC(=O)CNC=C(C(=O)OCC)C(=O)OCC	1%	3%	-5%
Cc1ccc(NC(=O)Cn2nnc3ccccc3c2=O)cc1C	-10%	2%	5%
Cc1ccc(C(=O)N/C(=C/c2ccco2)C(=O)NC2CCS(=O)(=O)C2)cc1 (centres undefined)	-1%	2%	-2%
COC(=O)N/N=C(\C)c1cccs1	-6%	-6%	-7%
COCCn1c(Cc2ccccc2)nnc1SCC(=O)N1CCCCC1C (centres undefined)	-6%	3%	-10%
CCN(C(=O)COC(=O)c1ccc2ccccc2c1)c1c(N)n(Cc2ccccc2)c(=O)[nH]c1=O	u	-12%	u
O=C(O)c1ccc(NC(=O)C2C3CCC(O3)C2C(=O)O)cc1 (centres undefined)	14%	x	-17%
O=C(NNC(=S)Nc1ccccc1)c1cccnc1	19%	6%	4%
CC(C)C[C@H]1CNC(=O)C(=O)N1C[C@H](Cc1ccc(O)cc1)NC(=O)CC12CC3CC(CC(C3)C1)C2	-27%	x	-7%
O=C(O)CCC(=O)Nc1ccc(Sc2ccc([N+](=O)[O-])cc2)cc1	u	5%	-17%
O=C(Nc1cccnc1Cl)C1=NN(c2ccccc2)C(=O)CC1	1%	2%	u
C(#Cc1ccccc1)C[N+]1(CC#Cc2ccccc2)CCCC1	1µM*	1%	1.8µM*
CC(=O)c1c(C)[nH]c(C(=O)NCC2CCCCC2)c1C	-9%	10%	-2%
O=C(NC1CCCC1)C1CCCN1C(=O)Nc1ccc(Cl)cc1 (centres undefined)	-1%	-2%	-12%
CC1C(=O)C(C)C(c2cccs2)NC1c1cccs1 (centres undefined)	-11%	-5%	-13%
COc1ccc(CNC(=O)c2ccc(NC(=O)CC3SC(N4CCCCC4)=NC3=O)cc2)cc1 (centres undefined)	6%	0%	11%
Cc1ccc(CSc2nc3cccnc3n2Cc2ccc(C(=O)NCCc3cccs3)cc2)cc1	18µM*	7%	18µM*
O=c1c2ccccc2nc(/C=C/c2cccnc2)n1CCc1ccccc1	13µM*	x	15µM*

17 neighbouring records from above, quoted:
SMILES	TDP1 cell noCPT	TDP1 inh	DT40 TDP1 CPT
Cc1ccc(NC(=O)Cn2nnc3ccccc3c2=O)cc1C	-10%	2%	5%
Cc1ccc(C(=O)N/C(=C/c2ccco2)C(=O)NC2CCS(=O)(=O)C2)cc1 (centres undefined)	-1%	2%	-2%
COC(=O)N/N=C(\C)c1cccs1	-6%	-6%	-7%
COCCn1c(Cc2ccccc2)nnc1SCC(=O)N1CCCCC1C (centres undefined)	-6%	3%	-10%
CCN(C(=O)COC(=O)c1ccc2ccccc2c1)c1c(N)n(Cc2ccccc2)c(=O)[nH]c1=O	u	-12%	u
O=C(O)c1ccc(NC(=O)C2C3CCC(O3)C2C(=O)O)cc1 (centres undefined)	14%	x	-17%
O=C(NNC(=S)Nc1ccccc1)c1cccnc1	19%	6%	4%
CC(C)C[C@H]1CNC(=O)C(=O)N1C[C@H](Cc1ccc(O)cc1)NC(=O)CC12CC3CC(CC(C3)C1)C2	-27%	x	-7%
O=C(O)CCC(=O)Nc1ccc(Sc2ccc([N+](=O)[O-])cc2)cc1	u	5%	-17%
O=C(Nc1cccnc1Cl)C1=NN(c2ccccc2)C(=O)CC1	1%	2%	u
C(#Cc1ccccc1)C[N+]1(CC#Cc2ccccc2)CCCC1	1µM*	1%	1.8µM*
CC(=O)c1c(C)[nH]c(C(=O)NCC2CCCCC2)c1C	-9%	10%	-2%
O=C(NC1CCCC1)C1CCCN1C(=O)Nc1ccc(Cl)cc1 (centres undefined)	-1%	-2%	-12%
CC1C(=O)C(C)C(c2cccs2)NC1c1cccs1 (centres undefined)	-11%	-5%	-13%
COc1ccc(CNC(=O)c2ccc(NC(=O)CC3SC(N4CCCCC4)=NC3=O)cc2)cc1 (centres undefined)	6%	0%	11%
Cc1ccc(CSc2nc3cccnc3n2Cc2ccc(C(=O)NCCc3cccs3)cc2)cc1	18µM*	7%	18µM*
O=c1c2ccccc2nc(/C=C/c2cccnc2)n1CCc1ccccc1	13µM*	x	15µM*

Later entries.
SMILES	TDP1 cell noCPT	TDP1 inh	DT40 TDP1 CPT
Cc1cc(C)n2cc(CSC3=NCCS3)nc2n1	-1%	7%	0%
COC(=O)C1CSC(C(=O)OC)N1C(=O)Nc1ccc(Cl)cc1 (centres undefined)	4%	4%	5%
CCCN(CC(=O)Nc1ccc(C)cc1Br)CC(=O)Nc1ccc(F)c(F)c1F	18µM*	-5%	u
Cc1ccc(Oc2c(C(F)(F)F)oc3c(CN4CCCCC4C)c(O)ccc3c2=O)cc1 (centres undefined)	26µM*	x	u
Cc1ccc(CNC(=O)COC(=O)C2CC2)cc1	4%	0%[56.1 µM]	0%
Cc1cccc(NS(=O)(=O)c2ccc(C)c(C(=O)N(C)C)c2)c1	2%	0%	-29%
CCN(CC)c1ccc(C(=O)OCC(=O)NCC2CCCO2)cc1 (centres undefined)	2%	1%	-15%

High-throughput results: PubChem, National Center for Advancing Translational Sciences (NCATS)
